# Screening data from PubChem.
# Rab9 prom act: Rab9 promoter activation. Huh7 Rab9 promoter-luciferase reporter, luminescence, 24 h. 320,000 compounds, 2.8% hits. Potency, µM (titrated, usually from 9.22 µM), without a hit: at the top dose activation, negative = inhibition, actives largely listed as activators. AID 485297; also: % of control where 0% means no effect; nearly all actives have a fitted effect of over 60% in size
#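 Luminescence from Amplite-detected luciferase (10 minutes, ambient) reports Rab9 promoter activation. Before that, stable Rab9-luciferase Huh7 cells (1500/well, reduced-serum OP-MEM I plus 10% FBS) were exposed to compound for 24 hours at 37C.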
# BRCA1 expr up: activators of BRCA1 expression; 380,000 compounds, 1.1% hits; Potency, µM (top dose mostly 46.1 µM), for the others: at the highest dose activation, actives largely listed as activators; MCF7-BRCA1-FFLuc reporter, luminescence, 48 h; response scale: scaled: vehicle 0%, 10 µM genistein 100%; also: nearly all actives have a fitted effect of over 80% in size; some results filed as inactive show a strong effect at the top dose
#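 MCF7 cells carrying a BRCA1-firefly luciferase reporter (2000 cells/well, phenol-red free MEM) were attached for 2 h at 37 °C, then given compounds for 48 h. Luminescence was read 15 min after luciferase reagent; activity normalized to genistein (10 microM) and DMSO.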
# FLuc counter: counter-screen for miR-21 project: firefly luciferase inhibitors or activators. 360,000 compounds, 6.9% hits. purified FLuc, Km substrates, luminescence inhibition. Potency, µM (series often up to 57.5 µM), inactives show at the top dose activity change, negative = inhibition, hits mostly inhibitors;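 also: plate controls were vehicle for no effect and reference inhibitor for full effect; nearly all actives have a fitted effect of over 55% in size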
#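 Purified P. pyralis luciferase, 10 nM final, with Km-level 10 uM D-luciferin and 10 uM ATP in 50 mM Tris acetate pH 7.5, 10 mM Mg acetate, 0.01% Tween-20, 0.05% BSA; 6-point qHTS titration about 60 µM downward; luminescence read.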
# p53 reactivator: mutant p53 re-activation in reporter cells; H1299 p53-A138V BP100-luciferase reporter, luminescence, 24 h; Potency, µM (doses to about 92.2 µM), without a hit: at the top dose activity change, positive = activation, most hits filed as activators; 320,000 compounds, 0.063% hits; AID 504706; also: % of control where 0% means no effect; nearly all actives have a fitted effect of over 45% in size
#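 p53-null H1299 cells stably carrying temperature-sensitive p53-A138V and a BP100-luciferase reporter were pinned with compounds (4-point, 1:5 series) and held 24 hrs at 37 deg C. Luminescence was read 10 min after detection reagent.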
# uPA surface inh: cell surface uPA generation inhibition; cell surface uPA generation assay, qHTS; Potency, µM (top dose mostly 38.3 µM), for the others: at the top dose activity change, negative = inhibition, actives largely listed as inhibitors; 330,000 compounds, 0.31% hits; AID 540303; active = well fitted inhibition curve with a large enough effect; inconclusive = small, poorly fitted or top-dose-only effect; inactive = no such curve, though single readings can be large or run the other way; tested in mouse RAW 264.7 cells; also: % is scaled to controls: 0 for no effect and ±100 for the full control effect; nearly all actives have a fitted effect of over 55% in size
# MBNL1 CUG block: inhibitors of human MBNL1 binding to CUG repeat RNA. Potency, µM (series often up to 57.5 µM), without a hit: at the highest dose activity change, negative = inhibition, usual class: inhibitors. TR-FRET MBNL1-His/biotin-(CUG)12 binding, 665/545 ratio. Q9NR56. 280,000 compounds, 0.036% hits. AID 2675; active = well fitted inhibition curve with a large enough effect in the signal ratio, with a control signal flat, not every such curve was filed as active; inconclusive = small, poorly fitted or top-dose-only effect, or effect the other way, or a change in a side signal; inactive = no such curve, though single readings can be large or run the other way; the % refers to the signal ratio; also: % is scaled to controls: 0 for no effect and ±100 for the full control effect
# Target sequence (Q9NR56 whole entry, looked up): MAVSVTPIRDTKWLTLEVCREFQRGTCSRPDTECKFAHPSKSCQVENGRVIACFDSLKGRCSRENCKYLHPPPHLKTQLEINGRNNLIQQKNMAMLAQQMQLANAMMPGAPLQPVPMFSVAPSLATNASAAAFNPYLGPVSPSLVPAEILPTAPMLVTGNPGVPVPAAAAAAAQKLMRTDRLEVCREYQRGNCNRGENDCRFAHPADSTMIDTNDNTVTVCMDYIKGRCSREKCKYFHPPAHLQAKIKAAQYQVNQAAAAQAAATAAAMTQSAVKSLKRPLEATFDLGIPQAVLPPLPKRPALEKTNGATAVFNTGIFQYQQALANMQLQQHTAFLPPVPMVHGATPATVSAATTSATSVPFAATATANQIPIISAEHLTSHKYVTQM
#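 TR-FRET readout: Ex 340 nm, 665/545 nm emission ratio, normalized to buffer-only (basal) and MBNL1-(CUG)12 controls. Complex of MBNL1-His with Biotin-(CUG)12, compounds 92 nM–58 uM, incubated 60 min at room temperature.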
# NPC1 prom act: activates the NPC1 promoter. Potency, µM (series often up to 9.22 µM), for inactives: at the highest dose activation, most hits filed as activators. 320,000 compounds, 2.4% hits. Huh7 NPC1 promoter luciferase reporter, 24 h. AID 485313;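 also: % of control where 0% means no effect; nearly all actives have a fitted effect of over 60% in size; reporter is driven by a mutant NPC1 promoter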
#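 NPC1 promoter–luciferase Huh7 cells; 24 h compound; luminescence.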
# Gal4-VP16 FLuc: counter-screen for ROR gamma inhibitors: Gal4-VP16 reporter | Drosophila S2 Gal4-VP16 UAS-luciferase, luminescence, 20 h | Potency, µM (top dose mostly 53.6 µM), without a hit: at the highest dose activity, negative = inhibition, most hits filed as inhibitors | 310,000 compounds, 3.5% hits;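 also: Gal4-VP16 expression switched on by copper sulfate through the metallothionein promoter; % is scaled to controls: 0 for no effect and ±100 for the full control effect; nearly all actives have a fitted effect of over 50% in size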
# RORgamma inh: inhibitors of mouse ROR gamma transcriptional activity. Drosophila S2 Gal4-RORgamma UAS-luciferase reporter, 20 h. Potency, µM (highest dose often 53.6 µM), for the others: at the highest dose activity change, negative = inhibition, hits mostly inhibitors. P51450. 310,000 compounds, 5.4% hits; also: % is scaled to controls: 0 for no effect and ±100 for the full control effect; nearly all actives have a fitted effect of over 60% in size
#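 In this cell-based reporter format, copper sulfate (700 uM final) drives Gal4–ROR gamma fusion expression from a metallothionein promoter in Drosophila Schneider cells; compounds preincubated 1 hr, reporter read after 20 hr at ambient temperature.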
# ELG1 genotoxic: induces genotoxicity in HEK293T cells with luciferase-tagged ELG1 | HEK293T ELG1-luciferase reporter, luminescence, 16 h | Potency, µM (series often up to 46 µM), for the others: at the highest dose activity change, positive = activation, actives largely listed as activators | 330,000 compounds, 1.3% hits; also: % of control where 0% means no effect; nearly all actives have a fitted effect of over 60% in size
#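 HEK293T cells expressing luciferase-tagged ELG1 were exposed to compound or DMSO vehicle for 16 hr at 37 °C and 5% CO2. Luciferase activity was then measured with ONE-Glo after 30 min at room temperature.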
# Numbers without * were called inactive; ? = inconclusive; / = no result given. Unless noted, calls follow the shape of the dose curve; as a rule, active = well fitted curve in the direction sought with a large enough effect; inconclusive = small, poorly fitted or top-dose-only effect, or another doubt; inactive = no such curve, though single readings can be large; an effect the other way counts as inactive or inconclusive. Potency is read from the fitted curve at half-maximal effect.
SMILES,Rab9 prom act,BRCA1 expr up,FLuc counter,p53 reactivator,uPA surface inh,MBNL1 CUG block,NPC1 prom act,Gal4-VP16 FLuc,RORgamma inh,ELG1 genotoxic
CS(=O)(=O)N1CCN(C(=O)Cc2ccccc2Cl)CC1,1%,-6%,1%,2%,7%,-1%,-1%,-15%,-12%,0%
Cc1cccc(NC(=O)COC(=O)CC2CCCC2)c1C,-4%,-16%,?,-9%,0%,/,1%,/,/,1%
Cn1cc([N+](=O)[O-])c(C(=O)NNC(=O)c2ccc([N+](=O)[O-])cc2)n1,2%,11%,-4%,1%,4%,?,0%,-10%,5%,1%
COC(=O)c1sccc1-c1ccc(C(=O)Nc2ccccc2)o1,2.2µM*,-9%,7.6µM*,11%,-5%,24%,3.5µM*,-1%,?,?
CCOc1cc2c(cc1C(C)(C)C)NC(=O)CS2,-1%,-78%,4%,3%,5%,-9%,-2%,-11%,8%,-3%
Cc1onc(-c2ccccc2Cl)c1C(=O)NCc1ccccc1F,1%,8%,1%,19%,-3%,3%,5%,4%,10%,2%
Clc1ccc(/C=N\Nc2ccccc2)cc1,17%,-2%,17µM*,17%,-4%,-1%,9%,18%,1%,?
COc1ccc(NC(=O)CCCC2CCCCC2)c(OC)c1,?,27%,?,11%,7%,-3%,?,10%,5%,18µM*
CC(C)c1nnc(NC(=O)CN2C(=O)c3ccccc3C2=O)s1,8%,0%,3%,0%,7%,1%,-1%,-4%,?,1%
CCC(=O)N1Cc2ccccc2-c2ccccc2C1=O,-2%,-6%,2%,-10%,-4%,7%,2%,3%,11%,0%
Cc1ccc2[nH]c(=O)c(C(c3nnnn3C3CCCC3)N3CCCc4ccccc43)cc2c1 (stereo not given),-2%,-26%,0%,10%,-5%,?,-2%,11%,?,-4%
Cc1ccc(C)c(N2CCN(C(=O)CCc3nc(-c4ccccc4)no3)CC2)c1,/,13%,/,12%,-1%,/,/,/,/,2%
CCc1ccc(-c2cc(C(=O)NN3CCN(C)CC3)c3ccccc3n2)cc1,28%,11%,2.7µM*,-6%,-1%,28%,20%,-20%,-26%,?
Cc1[nH]c(-c2ccccn2)nc(=S)c1Cl,-6%,16%,2%,-2%,2%,6%,-5%,?,10µM*,?
COc1ccc(S(=O)(=O)N2CCN(C(=O)C3CC3)CC2)cc1,-1%,-1%,-1%,-10%,8%,-8%,3%,-8%,16%,0%
COCCn1c(=NC(=O)CSC(C)=O)sc2cc(F)ccc21,5%,-29%,4%,7%,0%,-2%,2%,4%,-34%,-18%
Fc1ccc(C2=Nn3c(nnc3-c3ccco3)SC2)cc1,-12%,-16%,0%,-5%,-2%,-2%,-2%,37%,30%,2%
O=C(c1sccc1Cl)N1CCN(Cc2ccc3c(c2)OCO3)CC1,5%,-4%,-4%,3%,1%,/,1%,2%,0%,-9%
CC(=O)Nc1ccc(/C=N/N2C(C)CCCC2C)cc1 (stereo not given),16%,46%,1%,3%,6%,-1%,11%,-3%,?,7%

# As a short view, some entries already given:
SMILES,Rab9 prom act,BRCA1 expr up,FLuc counter,p53 reactivator,uPA surface inh,MBNL1 CUG block,NPC1 prom act,Gal4-VP16 FLuc,RORgamma inh,ELG1 genotoxic
Cc1cccc(NC(=O)COC(=O)CC2CCCC2)c1C,-4%,-16%,?,-9%,0%,/,1%,/,/,1%
Cn1cc([N+](=O)[O-])c(C(=O)NNC(=O)c2ccc([N+](=O)[O-])cc2)n1,2%,11%,-4%,1%,4%,?,0%,-10%,5%,1%
COC(=O)c1sccc1-c1ccc(C(=O)Nc2ccccc2)o1,2.2µM*,-9%,7.6µM*,11%,-5%,24%,3.5µM*,-1%,?,?
CCOc1cc2c(cc1C(C)(C)C)NC(=O)CS2,-1%,-78%,4%,3%,5%,-9%,-2%,-11%,8%,-3%
Cc1onc(-c2ccccc2Cl)c1C(=O)NCc1ccccc1F,1%,8%,1%,19%,-3%,3%,5%,4%,10%,2%
Clc1ccc(/C=N\Nc2ccccc2)cc1,17%,-2%,17µM*,17%,-4%,-1%,9%,18%,1%,?
COc1ccc(NC(=O)CCCC2CCCCC2)c(OC)c1,?,27%,?,11%,7%,-3%,?,10%,5%,18µM*
CC(C)c1nnc(NC(=O)CN2C(=O)c3ccccc3C2=O)s1,8%,0%,3%,0%,7%,1%,-1%,-4%,?,1%
CCC(=O)N1Cc2ccccc2-c2ccccc2C1=O,-2%,-6%,2%,-10%,-4%,7%,2%,3%,11%,0%
Cc1ccc2[nH]c(=O)c(C(c3nnnn3C3CCCC3)N3CCCc4ccccc43)cc2c1 (stereo not given),-2%,-26%,0%,10%,-5%,?,-2%,11%,?,-4%
Cc1ccc(C)c(N2CCN(C(=O)CCc3nc(-c4ccccc4)no3)CC2)c1,/,13%,/,12%,-1%,/,/,/,/,2%
CCc1ccc(-c2cc(C(=O)NN3CCN(C)CC3)c3ccccc3n2)cc1,28%,11%,2.7µM*,-6%,-1%,28%,20%,-20%,-26%,?

# By substructure: those above containing a thiophene ring, fused or not (2)
SMILES,Rab9 prom act,BRCA1 expr up,FLuc counter,p53 reactivator,uPA surface inh,MBNL1 CUG block,NPC1 prom act,Gal4-VP16 FLuc,RORgamma inh,ELG1 genotoxic
COC(=O)c1sccc1-c1ccc(C(=O)Nc2ccccc2)o1,2.2µM*,-9%,7.6µM*,11%,-5%,24%,3.5µM*,-1%,?,?
O=C(c1sccc1Cl)N1CCN(Cc2ccc3c(c2)OCO3)CC1,5%,-4%,-4%,3%,1%,/,1%,2%,0%,-9%

# An unsorted share of the library; any-hit rate near 13%.
